Assay outcomes (PubChem BioAssay)
PI4K2A inh = blocks human PI4K2A kinase activity. Q9BTU6. purified PI4K2A, ADP-Glo luminescence, 1 h; stronger effect = lower value. activity change, negative = inhibition, % at 76.9 µM. 0.13% of 420,000 active; in the data active means activity change below about -50%; inconclusive means mostly about -30% to -49%;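 further: -100% = wells without enzyme as full effect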
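PI4K2A activity was measured by ADP-Glo luminescence: enzyme (4 ug/mL stock) and phosphatidylinositol (1.2 mM stock) in Tris pH 7.5/MgCl2/EGTA/Triton X-100 buffer were reacted with ATP (300 microM stock) for one hour at ambient temperature.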
RGS4 inhibitor = blocks human RGS4-accelerated GTP hydrolysis | P49798 | Transcreener GDP fluorescence polarization, RGS4-accelerated GTP hydrolysis | Potency, µM (titrated, usually from 114 µM), for inactives: at the highest dose activity change, negative = inhibition, actives largely listed as inhibitors | 0.039% of 390,000 active; further: potency means the concentration at half of the fitted maximal effect; on the % scale 0 is the no-effect control and ±100 the full control effect; nearly all actives have a fitted effect of over 75% in size; some results filed as inactive show a strong effect at the top dose
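MLSMR compounds (23 nl, pin-transferred) preincubated 10 min at room temperature with a 500nM (2x) first reagent, then RGS4 at 900nM (2x) plus Transcreener GDP mix added; fluorescence polarization (620/688 nm) read before and after 90 min at 30 °C.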
BAZ2B block = inhibitors of human BAZ2B bromodomain; 4.4% of 360,000 active; Q9UIF8; AlphaScreen BAZ2B-H3K14Ac peptide displacement; Potency, µM (series often up to 114 µM), for the others: at the top dose activity change, negative = inhibition, actives largely listed as inhibitors; further: potency means the concentration at half of the fitted maximal effect; on the % scale 0 is the no-effect control and ±100 the full control effect; nearly all actives have a fitted effect of over 60% in size
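AlphaScreen luminescence quantifies BAZ2B engagement of H3K14Ac peptide; the protein and biotinylated peptide are both at 50 nM final, buffer PBS pH 7.4 with 0.01% Tween-20, all steps at room temperature.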
G9a block = blocks human histone lysine methyltransferase G9a; Q96KQ7; 8.8% of 350,000 active; AID 504332; G9a H3K9 monomethylation, AlphaScreen, 2 h; Potency, µM (doses to about 102 µM), for the others: top-dose activity, negative = inhibition, actives largely listed as inhibitors; further: potency means the concentration at half of the fitted maximal effect; on the % scale 0 is the no-effect control and ±100 the full control effect; nearly all actives have a fitted effect of over 75% in size
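Chemiluminescent proximity detection of H3K9 monomethylation, read after 10 min bead incubation in the dark. Reaction: 20 nM G9a, 500 nM biotin-H3K9 peptide, 20 uM SAM cofactor, 2 h, room temperature, following 15 min enzyme-compound preincubation.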
JMJD2A Tudor inh = blocks the human JMJD2A Tudor domain | O75164 | AlphaScreen JMJD2A-Tudor / H3K4me3 peptide binding | Potency, µM (titrated, usually from 114 µM), inactives show at the top dose activity change, negative = inhibition, hits mostly inhibitors | 4.4% of 390,000 active | AID 504339; further: potency means the concentration at half of the fitted maximal effect; on the % scale 0 is the no-effect control and ±100 the full control effect; nearly all actives have a fitted effect of over 50% in size
ALOX12 inh = ALOX12 (human) lipoxygenase inhibition; purified 12hLO, xylenol orange hydroperoxide absorbance; Potency, µM (series often up to 108 µM), for inactives: top-dose activity change, negative = inhibition, hits mostly inhibitors; 1.1% of 580,000 active; further: potency means the concentration at half of the fitted maximal effect; on the % scale 0 is the no-effect control and ±100 the full control effect
Target sequence (P18054 whole entry, looked up): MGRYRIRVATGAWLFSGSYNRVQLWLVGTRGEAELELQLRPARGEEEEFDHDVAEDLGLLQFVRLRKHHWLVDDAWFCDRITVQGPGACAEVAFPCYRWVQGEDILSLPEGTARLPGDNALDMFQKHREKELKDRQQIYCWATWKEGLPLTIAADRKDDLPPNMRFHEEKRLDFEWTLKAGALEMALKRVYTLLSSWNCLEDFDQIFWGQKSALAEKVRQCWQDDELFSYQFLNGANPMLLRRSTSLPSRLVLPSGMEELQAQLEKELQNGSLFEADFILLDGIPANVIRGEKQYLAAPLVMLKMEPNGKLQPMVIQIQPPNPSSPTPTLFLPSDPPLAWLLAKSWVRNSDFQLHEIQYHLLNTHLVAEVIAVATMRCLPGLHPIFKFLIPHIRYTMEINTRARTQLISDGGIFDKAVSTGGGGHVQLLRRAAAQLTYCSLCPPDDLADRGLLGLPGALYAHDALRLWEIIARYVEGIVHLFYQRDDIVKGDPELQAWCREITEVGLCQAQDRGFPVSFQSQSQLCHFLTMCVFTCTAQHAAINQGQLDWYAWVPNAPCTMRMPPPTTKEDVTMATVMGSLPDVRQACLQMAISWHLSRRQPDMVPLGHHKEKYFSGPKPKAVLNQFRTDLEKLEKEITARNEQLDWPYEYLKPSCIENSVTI
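Purified human 12hLO (150 nM final) in 25 mM Hepes, 0.01% Triton X-100, pH 7.0 was preincubated 15 min at room temperature with compound. Then 40 uM arachidonic acid was added, 30 min. Hydroperoxide was read by Fe-XO absorbance ratio 573/405 nm.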
GLS inh = blocks human kidney-isoform glutaminase activity; O94925; GLS enzymatic activity, qHTS titration; Potency, µM (series often up to 45.5 µM), inactives show at the highest dose activity change, negative = inhibition, actives largely listed as inhibitors; 0.21% of 410,000 active; further: potency means the concentration at half of the fitted maximal effect; on the % scale 0 is the no-effect control and ±100 the full control effect
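Assay buffer: 45 mM KH2PO4 pH 8.2, 0.02% Tween-20. hKGA acts on L-glutamine (1 mM solution added); product glutamate is reported by an oxidase/peroxidase Amplex Red coupling, with fluorescence taken at baseline and 30 min.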
HP1b binding inh = inhibitors of HP1-beta chromodomain binding to methylated histone tails | AID 540317 | AlphaScreen HP1-beta / biotin-H3K9me3 peptide binding | 0.56% of 390,000 active | Potency, µM (highest dose often 114 µM), inactives show at the top dose activity change, negative = inhibition, hits mostly inhibitors | P83916; further: potency means the concentration at half of the fitted maximal effect; nearly all actives have a fitted effect of over 70% in size; inactives centre near 23
Target sequence (P83916 whole entry, looked up): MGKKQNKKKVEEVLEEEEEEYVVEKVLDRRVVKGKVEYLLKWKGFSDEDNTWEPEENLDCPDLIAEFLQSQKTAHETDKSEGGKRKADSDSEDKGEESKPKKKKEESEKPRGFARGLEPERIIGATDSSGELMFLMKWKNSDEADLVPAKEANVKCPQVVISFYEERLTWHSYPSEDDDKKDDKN
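AlphaScreen: HP1-beta (50 nM) preformed 30 min with biotin-H3(1-18)K9me3 peptide (50 nM) in PBS pH 7.4, 0.01% Tween-20. Compound added for 30 min at RT, then streptavidin donor/nickel chelate acceptor beads (10 ug/mL) for 30 min.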
ERG-DNA inh = ERG Ets/DNA interaction inhibition; P11308; fluorescence polarization, His-ERG Ets domain / labelled DNA; Potency, µM (doses to about 76.9 µM), for the others: at the top dose FP activity, negative = inhibition, hits mostly inhibitors; 0.028% of 370,000 active; AID 624246; active means well fitted inhibition curve with a large enough effect in the polarisation, with a control signal flat; inconclusive means small, poorly fitted or top-dose-only effect, or effect the other way, or a change in a side signal; inactive means no such curve, though single readings can be large or run the other way; the % refers to the polarisation;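 further: polarization taken with two DNA probes labelled with fluorescein and Texas red; potency means the concentration at half of the fitted maximal effect; % of control where 0% means no effect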
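His-tagged ERG Ets domain (1 uM in the protein solution; 300mM KCl, 50mM Tris-HCl, 1mM EDTA, 1mM DTT, pH 7.5) received compound, then a probe mix of 5 nM fluorescein-DNA and 100nM Texas-615-DNA. Fluorescence polarization was read for both dyes.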
* marks the source's active call; other numbers are inactive results; ? = inconclusive; nt = no result given; [ ] = another dose, or the depositor's remark. Unless noted, the call rests on the fitted dose curve; in most records, active means well fitted curve in the direction sought with a large enough effect; inconclusive means small, poorly fitted or top-dose-only effect, or another doubt; inactive means no such curve, though single readings can be large; an effect the other way counts as inactive or inconclusive. These rows are one share of the data (hit frequency here may not be typical).

structure	PI4K2A inh	RGS4 inhibitor	BAZ2B block	G9a block	JMJD2A Tudor inh	ALOX12 inh	GLS inh	HP1b binding inh	ERG-DNA inh
CCc1cccc(NC(=O)CCNS(=O)(=O)c2ccc3[nH]c(=O)oc3c2)c1	-7	26%	-24%	8%	-14%	-24%	1%	40%[activator]	-3%
C/C(=N/NC(=O)CN1CCN(Cc2ccccc2)CC1)c1ccc([N+](=O)[O-])cc1	10	-10%	-3%	nt	-29%	12%	-1%	15%	6%
COC(=O)c1cc(=O)n(-c2c(Cl)cc(C(F)(F)F)cc2Cl)[nH]1	2	-38%	-38%	?	-1%	?	-4%	23%	5%
Cc1cc(C)nc(SCC(=O)c2ccc(F)cc2F)n1	0	21%	6%	-13%	11%	0%	-8%	76%[activator]	2%
Cc1nnc(SCc2cc(=O)[nH]c(N3CCN(Cc4ccccc4)CC3)n2)s1	10	-13%	4%	-29%[59 µM]	0%	-25%	5%	8%	-9%
Cc1ccc(OCCCCNC(C)c2ccccc2)c(C)c1 (stereo not drawn)	7	-4%	?	11µM*	20µM*	4.5µM*	7%	2%	7%
COc1cccc(C(=O)NCc2nnc(SCC(=O)Nc3nccs3)n2-c2ccccc2)c1	-1	2%	-4%	6%[59 µM]	-7%	-6%	-1%	30%	-3%
CC(c1ccccc1)n1c(-c2ccc(Cl)cc2)n[nH]c1=S (stereo not drawn)	-2	-43%	-35%	nt	-34%	?	-21%	33%	-4%
O=C(Cc1csc(-c2ccccc2)n1)NCc1cccs1	2	6%	nt	17%	-1%	13%	?	41%[activator]	-1%
O=C(COc1cc2oc(=O)c3c(c2cc1Cl)CCC3)N1C[C@H]2C[C@@H](C1)c1cccc(=O)n1C2	-7	-15%	7%	-11%[12.7 µM]	-12%	6%	-23%	56%[activator]	5%
CC(C)(C)c1ccc(S(=O)(=O)N2CCC(NC(=O)c3ccco3)CC2)cc1	-2	-14%	16%	-1%	-4%	-1%	-8%	34%	13%
COc1cccc(NC(=O)Nc2ccc(C)c(Cl)c2)c1	0	-9%	-11%	-4%[59 µM]	12%	-8%	-2%	37%	-6%
COc1ccc(C(=O)CNc2ccccc2C#N)cc1	-3	13%	-15%	-37%	-29%	?	3%	0%	-4%
COc1ccccc1N1CCN(C(=O)c2ccc3c(c2)N(Cc2ccccc2)C(=O)c2ccccc2S3(=O)=O)CC1	5	-18%	-25%	-5%[59 µM]	-15%	0%	1%	22%	-13%
COc1cccc(C(=O)C2CCCN(Cc3c(C)n(C)n(-c4ccccc4)c3=O)C2)c1 (stereo not drawn)	5	6%	-30%	-3%	-20%	-3%	-1%	18%	-12%
CN1C(=O)Cc2cc(S(=O)(=O)CCC(=O)N3CCN(c4ccc(Cl)cc4)CC3)ccc21	3	-7%	-20%	1%[59 µM]	-21%	-32%	5%	10%	3%
O=C(Nc1ccc(-c2cn3cccnc3n2)cc1)c1cc(Br)ccc1Cl	0	11%	-16%	-1%[59 µM]	-12%	-2%	2%	43%[activator]	-4%
COc1ccc(NC(=O)c2ccccc2-c2ccccc2)c(C)c1	-1	-27%	-4%	nt	-17%	-3%	2%	22%	-3%
Cc1cc(N2CC(C(=O)Nc3nccs3)CC2=O)ccc1C(C)C (stereo not drawn)	0	-11%	-18%	21%	-10%	4%	-5%	29%	10%
CCOC(=O)c1noc2ncnc(N3CCN(c4cccc(C(F)(F)F)c4)CC3)c12	-4	-21%	-3%	13%[59 µM]	-13%	-2%	7%	89%[activator]	4%
COc1ccccc1Cc1nc2ccccc2nc1SCC(=O)N(C)c1ccc(F)cc1	-1	5%	12%	-4%[59 µM]	-19%	-14%	4%	28%[57 µM]	-2%
Cc1ccc(Sc2sc(=O)n(C)c2S(=O)(=O)c2ccc(C)cc2)cc1	-3	0%	-6%	30%	8%	-5%	-4%	60%[activator]	4%
Clc1cccc(-c2ccnc3nc(-n4cccc4)nn23)c1	4	27%	-4%	8%	-3%	10%	-1%	6%	1%
CSCC[C@H](NC(=O)[C@@H]1Cc2ccccc2CN1)C(=O)NC1CCCCC1	-6	1%	-32%	25µM*	-8%	6%	0%	30%	-3%
O=C(Nc1cc(Cl)ccc1Oc1ccccc1)C1=COCCO1	-4	-33%	31%[activator]	0%[0.501 µM]	64%[activator]	?	-15%	112%[activator]	5%
O=C(O)c1cc(NS(=O)(=O)c2cccc3ccccc23)ccc1O	0	1%	-2%	-25%[59 µM]	-19%	?	27%	0%	-6%
O=C(NCCN1CCNCC1)c1ccccc1O	-17	-9%	nt	nt	-19%	0%	14%	67%[activator]	-2%
c1ccc(Nc2ccc3c4c(cccc24)CC3)cc1	3	-26%	-36%	1%[59 µM]	?	-48%	17%	14%	10%
Clc1cccc(N2CCN(c3ncnc4c3nc3n4CCCCC3)CC2)c1	1	5%	-30%	?	?	-15%	-3%	-1%	-6%
COc1ccccc1N1CCN(CC(=O)Nc2ccc(Cl)c(C(F)(F)F)c2)CC1	0	24%	4%	-25%[59 µM]	-13%	-7%	-1%	12%	-11%
CCOC(=O)Nc1ccc(S(=O)(=O)Nc2nccc(C)n2)cc1	-5	0%	-6%	26%[59 µM]	18%	0%	nt	29%	1%
CCc1ccc(Oc2cc(Cl)nc(N)n2)cc1	1	17%	-1%	-7%[59 µM]	6%	-14%	0%	37%	-4%

The last 5 compounds of the section above are carried over, then new ones follow.
structure	PI4K2A inh	RGS4 inhibitor	BAZ2B block	G9a block	JMJD2A Tudor inh	ALOX12 inh	GLS inh	HP1b binding inh	ERG-DNA inh
c1ccc(Nc2ccc3c4c(cccc24)CC3)cc1	3	-26%	-36%	1%[59 µM]	?	-48%	17%	14%	10%
Clc1cccc(N2CCN(c3ncnc4c3nc3n4CCCCC3)CC2)c1	1	5%	-30%	?	?	-15%	-3%	-1%	-6%
COc1ccccc1N1CCN(CC(=O)Nc2ccc(Cl)c(C(F)(F)F)c2)CC1	0	24%	4%	-25%[59 µM]	-13%	-7%	-1%	12%	-11%
CCOC(=O)Nc1ccc(S(=O)(=O)Nc2nccc(C)n2)cc1	-5	0%	-6%	26%[59 µM]	18%	0%	nt	29%	1%
CCc1ccc(Oc2cc(Cl)nc(N)n2)cc1	1	17%	-1%	-7%[59 µM]	6%	-14%	0%	37%	-4%
Cc1ccc(C(O)c2ccc(-n3ccnc3)cc2)cc1 (stereo not drawn)	5	?	-33%	-42%	-16%	23%	-8%	49%[activator]	6%
N#Cc1ccccc1NC(=O)COC(=O)CCc1ccccc1	0	9%	-15%	24%	7%	11%	11%	20%[57 µM]	-2%
Cc1cccc(N(C(=O)Nc2ccc(Cl)cc2)C2=NCC(C)S2)n1 (stereo not drawn)	-1	-9%	-14%	-9%[59 µM]	1%	-3%	1%	16%	8%
CCn1c(SCC(=O)Nc2ccc(C(C)=O)cc2)nc2nc3c(cc2c1=O)CCCC3	2	?	9%	?	-6%	26%	-3%	16%	-6%
O=P(c1cccs1)(c1cccs1)c1cccs1	-3	8%	nt	11%[59 µM]	-3%	-23%	-9%	37%	-4%
COc1ccccc1-n1c(COc2ccccc2-c2ccccc2)nnc1SCC(=O)c1c(N)n(C)c(=O)n(C)c1=O	-1	-16%	-6%	-31%	-10%	17%	4%	27%	5%
CCOC(=O)/C(=N\Nc1ccc(C(C)=O)cc1)c1csc(Nc2ccccc2)n1	0	-5%	-4%	5%[59 µM]	12%	-17%	2%	34%	0%
NC(=O)c1ccccc1NC(=O)CN1CCCCCC1	4	7%	-1%	23%	-5%	32%[activator]	16%	30%	6%

Arranged by the number under PI4K2A inh (lowest first): some entries from above
structure	PI4K2A inh	RGS4 inhibitor	BAZ2B block	G9a block	JMJD2A Tudor inh	ALOX12 inh	GLS inh	HP1b binding inh	ERG-DNA inh
O=P(c1cccs1)(c1cccs1)c1cccs1	-3	8%	nt	11%[59 µM]	-3%	-23%	-9%	37%	-4%
CCOC(=O)/C(=N\Nc1ccc(C(C)=O)cc1)c1csc(Nc2ccccc2)n1	0	-5%	-4%	5%[59 µM]	12%	-17%	2%	34%	0%
CCn1c(SCC(=O)Nc2ccc(C(C)=O)cc2)nc2nc3c(cc2c1=O)CCCC3	2	?	9%	?	-6%	26%	-3%	16%	-6%
NC(=O)c1ccccc1NC(=O)CN1CCCCCC1	4	7%	-1%	23%	-5%	32%[activator]	16%	30%	6%
Cc1ccc(C(O)c2ccc(-n3ccnc3)cc2)cc1 (stereo not drawn)	5	?	-33%	-42%	-16%	23%	-8%	49%[activator]	6%
